Screening results (PubChem)
RT RNaseH block – HIV-1 RT RNase H inhibitors, primary screen, biochemical, fluorescence. Gag-Pol polyprotein (Human immunodeficiency virus type 1 group M subtype B (isolate …. 65,000 tested, 1.9% active. RT-RNase H RNA/DNA duplex cleavage. inhibition, % at 10 µM; in the data active = inhibition above about 50%
RmlC RmlD mix – RmlC and RmlD coupled enzyme inhibitors, primary screen, biochemical, 384-well, compound mixtures, retest | 110,000 tested, 0.39% active | RmlC/RmlD coupled enzyme inhibition, 384-well mixture HTS | inhibition, % at 5.5 µM; in the data active = inhibition above about 30%, passing the limit was not always enough; note: strong numbers were not always called active
The depositor's hits bear a star; . = not tested or not shown. This is a subset; count on the stated rates, not on these rows.

SMILES	RT RNaseH block	RmlC RmlD mix
C=COCCNC(=O)C(=O)NCC(C)C	.	42
CCN(Cc1ccccc1)C(=O)C1CCN(Cc2ccc(OC)c(OC)c2OC)CC1	-1	-20
Brc1ccccc1C1=Nn2c(nnc2-c2ccccc2)SC1	35	-5
CC1(C)Cc2nc3oc4c(NCc5ccccc5)ncnc4c3cc2CO1	30	.
CC(=O)Nc1ccc(-c2nnc(SCc3c(C)cc(C)cc3C)n2C)cc1	.	0
CC(C)(C)NC(=O)[C@H]1CC[C@H]2[C@@H]3CC[C@H]4NC(=O)C=C[C@]4(C)[C@H]3CC[C@]12C	.	-15
COc1ccc(N(Cc2ccccc2)C(=O)CSc2nnc(Cn3nnc4ccccc43)o2)cc1	.	1
O=c1c2ccccc2nc(-c2ccco2)n1-c1nccs1	-8	-3
c1ccc(C2=NOC(c3nnc(-c4ccccc4)o3)C2)cc1 (stereo not given)	.	-12
Cc1cc(C)n2nc(S(=O)(=O)N(CC(C)C)CC(C)C)nc2n1	-8	-18
CC1CCC(NC(=O)CN2CCC(n3nnc4cc(F)ccc43)CC2)CC1 (stereo not given)	4	11
N#Cc1cn(-c2ccccc2)nc1-c1cc2ccccc2oc1=O	-1	1

Looked up one by one from the entries so far, 3 records:
SMILES	RT RNaseH block	RmlC RmlD mix
N#Cc1cn(-c2ccccc2)nc1-c1cc2ccccc2oc1=O	-1	1
Cc1cc(C)n2nc(S(=O)(=O)N(CC(C)C)CC(C)C)nc2n1	-8	-18
O=c1c2ccccc2nc(-c2ccco2)n1-c1nccs1	-8	-3

The listing picks up; the six compounds before the break are reprinted first.
SMILES	RT RNaseH block	RmlC RmlD mix
COc1ccc(N(Cc2ccccc2)C(=O)CSc2nnc(Cn3nnc4ccccc43)o2)cc1	.	1
O=c1c2ccccc2nc(-c2ccco2)n1-c1nccs1	-8	-3
c1ccc(C2=NOC(c3nnc(-c4ccccc4)o3)C2)cc1 (stereo not given)	.	-12
Cc1cc(C)n2nc(S(=O)(=O)N(CC(C)C)CC(C)C)nc2n1	-8	-18
CC1CCC(NC(=O)CN2CCC(n3nnc4cc(F)ccc43)CC2)CC1 (stereo not given)	4	11
N#Cc1cn(-c2ccccc2)nc1-c1cc2ccccc2oc1=O	-1	1
CC1CC(C)CN(c2nc3c(c(=O)[nH]c(=O)n3C)n2CCSc2nc3ccccc3o2)C1 (stereo not given)	-3	.
c1ccc(CN2CN=C(Nc3nc4ccccc4s3)NC2)cc1	.	-6
Cc1noc(C)c1CSc1nnc(C)c(=O)[nH]1	5	4
CCOC(=O)c1ccc(S(=O)(=O)NC2CCCCCCC2)n1C	-21	2
CC1(OC(=O)c2ccco2)C(=O)C=C2C=C(C3CC3)OC=C2C1=O (stereo not given)	.	-7
CCC(=O)N1CCC2(CC1)Oc1ccc(Cl)cc1C(=O)C21CC(c2ccccc2)=NO1 (stereo not given)	.	-63
Cc1c(N=C2NC(=O)C(CC(=O)Nc3ccccc3)S2)c(=O)n(-c2ccccc2)n1C (stereo not given)	10	.
COc1cccc(COc2nc3c(c(=O)n(C)c(=O)n3C)n2C)c1	-9	.
COc1ccc(S(=O)(=O)N2CCC(C(=O)NCC(c3cccs3)N(C)C)CC2)cc1 (stereo not given)	-3	-8
O=C(NC1(C(F)(F)F)NC(=O)N(Cc2ccccc2)C1=O)c1cccs1 (stereo not given)	.	7
COc1cccc(C(=O)CSc2nc3ccccc3n2CC(=O)N(C(C)C)C(C)C)c1	.	-4
C#CCOCCOCCOCCNc1nc(N2CCN(C(=O)[C@H](CCC(=O)O)n3cc(C(N)CO)nn3)CC2)nc(N2CCN(C(=O)[C@H](CCC(=O)O)n3cc(C(N)CO)nn3)CC2)n1 (stereo not given in full)	.	-5

Individual results from the results shown:
c1ccc(CN2CN=C(Nc3nc4ccccc4s3)NC2)cc1 in RmlC RmlD mix is entered as -6
COc1cccc(COc2nc3c(c(=O)n(C)c(=O)n3C)n2C)c1 in RT RNaseH block is entered as -9
Cc1c(N=C2NC(=O)C(CC(=O)Nc3ccccc3)S2)c(=O)n(-c2ccccc2)n1C (stereo not given) in RT RNaseH block is entered as 10
COc1cccc(C(=O)CSc2nc3ccccc3n2CC(=O)N(C(C)C)C(C)C)c1 in RmlC RmlD mix is entered as -4

Continued:
SMILES	RT RNaseH block	RmlC RmlD mix
CCOC(=O)N1CCN(C(=O)C2CCC(=O)N2C(C)C)CC1 (stereo not given)	5	-4
Cc1ccc(-n2nnnc2SCC(=O)N2CCc3ccccc3C2)cc1	-63	-15
Cc1ccc(-n2c(CSc3nc(C)cc(C)n3)nnc2SCC(=O)N2CCCC2)cc1	-2	1
N#CCCNc1ccc(OCCC#N)cc1	-2	6
O=c1oc2cc(OCc3c(F)cccc3Cl)ccc2cc1-c1ccccn1	.	-112
CC1Cc2cc(/C(O)=C3\C(=O)C(=O)N(CCN(C)C)C3c3ccccc3F)ccc2O1 (stereo not given)	-7	4
O=[n+]1c2c(n([O-])c3ccccc31)CCC2	.	7
COc1ccc(C(c2sc3nc(C)nn3c2O)N2CCN(Cc3ccccc3)CC2)cc1OC (stereo not given)	-2	-7
COC(C[C@@H](O)[C@H](C)[C@H](O)COCc1ccccc1)OC	.	2
CCc1ccc(-c2nc(CN3CCC(C(=O)NCc4ccccc4OC)CC3)c(C)o2)cc1	0	-8
Cc1cc(C(=O)Nc2ccc(S(=O)(=O)Nc3nccs3)cc2)c(C)o1	-4	-8
CCOC(=O)N1CCN(S(=O)(=O)c2cc(Br)cnc2N)CC1	-23	-6

One compound at a time, as listed above.
O=[n+]1c2c(n([O-])c3ccccc31)CCC2 is entered as RT RNaseH block: .; RmlC RmlD mix: 7
CC1Cc2cc(/C(O)=C3\C(=O)C(=O)N(CCN(C)C)C3c3ccccc3F)ccc2O1 (stereo not given) is entered as RT RNaseH block: -7; RmlC RmlD mix: 4

Remaining list, next part
SMILES	RT RNaseH block	RmlC RmlD mix
COc1cccc(C(=O)N(Cc2nc(-c3ccc(C)cc3)no2)C(C)C)c1	-4	7
Cn1nc(OCc2ccccc2)ccc1=O	-12	-27
O=C(NCc1n[nH]c(=S)n1-c1ccc(F)cc1)c1ccco1	4	-4
O=C(CN1C(=O)CC(c2ccco2)Sc2ccccc21)Nc1ccccc1F (stereo not given)	1	11
COc1ccc(-c2nc3ccccc3c(=O)n2-c2nccs2)cc1	.	5
COc1cc(S(=O)(=O)N2CCCCCC2)c(OC)cc1Br	-21	-14
CN(C)C=Nc1ccc2nn(-c3ccccc3)nc2c1	-18	-11
COc1ccc(N(CC(=O)NCCC2=CCCCC2)S(C)(=O)=O)cc1OC	.	-10
O=S(=O)(NCCc1ccncc1)c1ccc(S(=O)(=O)N2CCCCCC2)cc1	-17	4
COC(=O)c1sc2nc3c(cc2c1N)COC(C)(C)C3	-4	12
COc1ccccc1NC(=O)C1CC(=O)N(c2ccc(F)cc2)C1 (stereo not given)	-11	-8
CCOc1ccc(C(=O)NCCCN2CCCC2=O)cc1	.	-8
CCCCCOc1ccc(OC(=O)c2ccncc2)cc1	-1	5
COC(=O)CCC(=O)NNC(=O)c1cccc(Cl)c1	.	-11
Cc1c(NC(=O)c2cc3nc(-c4ccccc4)cc(C)n3n2)c(=O)n(-c2ccccc2)n1C	1	4
COc1ccccc1NC(=O)NCCN1C(=O)C2C3C=CC(C3)C2C1=O (stereo not given)	-10	-12
CCOC(=O)c1c(CN2CCN(C)CC2)oc2ccc(O)cc12	-8	-10
O=C(CSc1nnc(Cc2csc(Nc3cccc(Cl)c3)n2)o1)N1CCc2ccccc21	-6	5
O=C(CN1CCOCC1)Nc1ccc(Br)cc1C(=O)c1ccccc1	.	6
COc1ccc(N2CCN(C(=O)CSc3nnc(C)c(=O)[nH]3)CC2)cc1	-10	-15
Cc1ccc(-c2csc(NC(=O)CSc3ncn(-c4ccccc4)n3)n2)cc1	7	8
Cc1ccc(C2=NC(C)(C)N=C2SCC(=O)Nc2ccc(Cl)cc2)cc1	.	-13
c1ccc(CN2CCN(Cc3ccc4c(c3)OCCO4)CC2)cc1	.	17
Cc1ccc(NC(=O)CN2C(=O)N/C(=C/c3ccc(C)o3)C2=O)cc1	.	0
N#Cc1cc2c(nc1SCC(=O)N1CCOCC1)CCCCC2	.	-12
COc1ccccc1NC(=O)Cn1cnc2c(cnn2-c2ccccc2)c1=O	-6	-2
O=C(CCC1CCCCC1)NCCN1C2=NC[C@H](Cc3ccc(O)cc3)N2C[C@H]1Cc1ccc(O)cc1	.	8
CC(C)Nc1nc(C#N)nc(NC(C)C)n1	0	-6
N#CC12CCCCC1CC1CCCCC1(C#N)N2CCO (stereo not given)	-3	-3
O=C(CC1C(=O)N(c2ccccc2)C(=O)N1C1CCCCC1)Nc1ccccc1 (stereo not given)	.	-11
CC(/C=C/c1ccccc1)=N/NC(=O)c1cnccn1	.	13
CCOC(=O)C1=C(O)C(=O)N(c2ccc(S(N)(=O)=O)cc2)C1c1ccc(Cl)cc1 (stereo not given)	.	11
CN(C)c1oc(-c2ccc(OCc3ccccc3)cc2)nc1C#N	-32	-38
O=C(NC1CCCCC1)N(CCN1CCOCC1)Cc1cc2cc3c(cc2[nH]c1=O)OCCO3	-2	-2
CC(OC1=CC(=O)CCC1)C(=O)c1ccccc1 (stereo not given)	-20	9
COC(=O)C1=C(C)Nc2nnnn2C1c1ccccc1Cl (stereo not given)	.	0
Clc1ccc(Oc2nc(N3CCOCC3)nc(N3CCOCC3)n2)c(C2CCCCC2)c1	-5	3
CCn1c2ccc(Cl)cc2c2nc3ccccc3nc21	.	-11
Cc1ccc(CNC(=O)c2cc3c(=O)n(C)c4ccccc4c3n2C)cc1	.	5
CCCn1c(N)c(C(c2ccc(C(=O)OC)cc2)N2CCN(c3ccccc3)CC2)c(=O)[nH]c1=O (stereo not given)	-1	5
COC(=O)c1ccc(/C=N\n2c(C)nnc2C)cc1	-4	4
CCCn1nnc(NC(=O)c2ccc(-c3cccc(Cl)c3)o2)n1	.	1
O=C(NCC1CCCO1)c1ccc(S(=O)(=O)N2CCC(c3nc4ccc(Cl)cc4[nH]3)CC2)cc1 (stereo not given)	.	-14
CC(C)CC(c1nnnn1CC1CCCO1)N1CCN(Cc2ccc3c(c2)OCO3)CC1 (stereo not given)	-3	-7
C=CCn1c(N)cc(=O)nc1SCC(=O)N1CCN(c2ccc(F)cc2)CC1	-2	-21
CN(C)CCOCCOc1ccccc1-c1ccccc1	.	-2
CC(=NC1CCN(Cc2ccccc2)CC1)c1c(O)n(C)c(=O)n(C)c1=O	-2	1
COC(=O)c1[nH]c2ccc(F)cc2c1NC(=O)CCN1CCN(C(=O)c2ccco2)CC1	-7	-47
Clc1ccc(-c2nn3c(-c4cccc(Cl)c4)nnc3s2)cc1	1	.
CCSC1=C(C#N)C(=O)n2c1cc1c2CCCC1	9	8
CC(=O)c1ccc(-c2cc([C@H]3[C@H]4C=CC[C@@H](C)[C@@H]4C(=O)N3Cc3ccccc3)ccc2F)cc1	.	-7
Cc1ccc(Cl)cc1N1CCN(S(=O)(=O)c2cccc(S(=O)(=O)N3CCCC3)c2)CC1	3	9
O=c1n(Cc2ccccc2F)c2ccccc2n1Cc1ccccc1F	.	8
CN=C1SC(CC(=O)Nc2sc3c(c2C#N)CCCC3)C(=O)N1C (stereo not given)	1	-9
CCN1C(=O)C(Cc2nc3ccccc3c(=O)n2C)c2ccccc21 (stereo not given)	-38	-15
Cc1ccc2cc(-c3noc(C4CCCO4)n3)c(=O)[nH]c2c1 (stereo not given)	-1	-4
OC(CNCc1ccccc1)(c1ccc(F)cc1)c1ccc(F)cc1	.	-5
N#CC(c1nc2ccccc2nc1N1CCCCC1)S(=O)(=O)c1ccc(Cl)cc1 (stereo not given)	2	.
CCOc1ccccc1NC(=O)CSc1nc(N)c(C#N)cc1C#N	-13	-7
CC1(c2nnc(-c3ccncc3)o2)CC(c2cccnc2)=NO1 (stereo not given)	.	-45
Additional records.
SMILES	RT RNaseH block	RmlC RmlD mix
Cn1c(=O)c2cc(S(=O)(=O)NCCC(=O)NCc3ccccc3Cl)ccc2n(C)c1=O	1	162
Cc1ccccc1-c1nc(CN2CCC(C(=O)NCCCN3CCCC3)CC2)c(C)o1	-2	-8
CCOc1ccc(CCNS(=O)(=O)c2c(C)n[nH]c2C)cc1OCC	-13	1
Fc1ccc(-n2c(Cc3ccccc3)nnc2SCc2nc(-c3cccs3)no2)cc1	-28	12
CCN(CC)CCNC(=O)COc1ccc(Cl)cc1Cl	.	0
O=C(OCCN1CCOCC1)c1ccc(OCCN2CCOCC2)cc1	-6	-4
CC1CN(C(=O)c2ccc(CNS(=O)(=O)c3cccc(C(F)(F)F)c3)cc2)CC(C)O1 (stereo not given)	.	6
C=C(C)C(=O)Nc1cccc(C2=NOC3(C2)C[C@@H](C(N)=O)N(C(=O)C(=C)C)C3)c1 (stereo not given in full)	.	2
CC(C)N(c1nnc(N)s1)C(C)C	.	1
CCOC(=O)CSc1nc2cc(OC)ccc2cc1C#N	-28	12
Cc1cc(C)c(N=C2CCCN2Cc2ccccc2)c(C#N)c1	.	9
CC1(C)C(c2cccs2)=[N+]([O-])C2(CCCCC/C2=N\O)N1O (stereo not given)	35	18
CC(=O)Nc1ccc(OC(=O)C(CCS(C)(=O)=O)N2C(=O)c3ccccc3C2=O)cc1 (stereo not given)	0	-3
Cc1ccc(C2NC(=O)NC(O)(C(F)(F)F)C2C(=O)c2cccs2)o1 (stereo not given)	-13	7
COC(=O)CCC(=O)Nc1sc(C)c(C)c1C(N)=O	23	4
COC(=O)c1cc(CSc2nnc(NC3CCCCC3)s2)oc1C	-7	-11
O=C(/C=C/N1CCOCC1)c1ccc(-c2ccccc2)cc1	-3	4
Cc1ccc(-c2noc(CC(c3ccccc3)c3ccccc3)n2)cc1	.	4
CCCn1nnnc1SCC(=O)N1CCN(C(=O)c2ccco2)CC1	.	1
CC(=O)c1cccc(NC(=O)C2CC(c3ccc(F)cc3)=NO2)c1 (stereo not given)	.	-7
CCOC(=O)c1[nH]c(C)c(/C(O)=C2\C(=O)C(=O)N(CCN(C)C)C2c2ccncc2)c1C (stereo not given)	2	9
O=C1c2cccnc2C(=O)N1Cc1ccc2c(c1)OCO2	-10	-7
Cc1nn(C)cc1CNC(=O)c1cccc(Br)c1	.	-2
Cc1ccccc1NC(=O)CCN1CCCCCC1	-9	12
